Source: PubChem BioAssay (several laboratories)
procasp3 activ – procaspase-3 (human) activation; activation, % at 8.5 µM; recombinant procaspase-3 D3A, Ac-DEVD-pNA absorbance 405 nm; P42574; 330,000 tested, 0.11% active;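 active = activation above the mean of all tested compounds plus 3 SD, cut at about 21% in these data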;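 also: 0% = DMSO alone and 100% = DMSO wells spiked with extra 5 µM PC-3 D3A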
Target sequence (P42574 whole entry D9A/D28A/D175A): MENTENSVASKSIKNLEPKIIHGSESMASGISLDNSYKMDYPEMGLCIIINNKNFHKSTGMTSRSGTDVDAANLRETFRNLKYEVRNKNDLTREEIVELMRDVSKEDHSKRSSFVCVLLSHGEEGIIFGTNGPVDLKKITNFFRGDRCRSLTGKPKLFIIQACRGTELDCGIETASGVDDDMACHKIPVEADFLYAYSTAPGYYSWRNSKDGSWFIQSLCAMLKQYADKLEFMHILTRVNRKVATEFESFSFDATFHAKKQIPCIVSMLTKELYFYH
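Assay system – Procaspase-3 D3A mutant, all three cleavage aspartates alanine · Controls – DMSO-only low control, 5 µM PC-3 D3A high control · Schedule – 1 h compound preincubation, 2 h substrate hydrolysis at 25 °C · Signal – 405 nm absorbance of p-nitroaniline, reads at 0 and 120 min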
RPL19A TOR yeast – alters RPL19A-GFP fluorescence in TOR pathway yeast screen; S. cerevisiae RPL19A-GFP strain, flow cytometry, 3 h; active compounds read low; percent response vs DMSO, % at 10 µM; 330,000 tested, 0.3% active; AID 2025;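 active = percent response vs DMSO below 50%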;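 also: median channel GFP fluorescence of the barcoded RPL19A-GFP strain; ratio of sample median GFP to plate DMSO average so 100% = DMSO; lower means less RPL19A-GFP as with rapamycin TOR inhibition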
CR mimetic SO – yeast age-related superoxide inhibition as caloric restriction mimetic; S. cerevisiae aged cells, superoxide DHE fluorescence; active compounds read low; superoxide response (% of plate mean), % at 10 µM; 330,000 tested, 0.18% active;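 active = superoxide response under a set limit, about three screen SD below normal, cut at about 65% in these data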;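 also: yeast aged for seven days with compound at 30 °C before DHE staining; 100% = average MFI of all compound-treated wells on the plate with controls excluded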
AHR activator – activators of human aryl hydrocarbon receptor; 320,000 tested, 2.5% active; activation, % at 5 µM; P35869; AHR-responsive luciferase reporter cells, luminescence; in the data active = activation above about 47%;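 also: 0% = vehicle wells and 100% = reference agonist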
MEP2-GFP yeast – yeast TOR pathway MEP2-GFP modulation; S. cerevisiae MEP2-GFP strain, flow cytometry GFP, 3 h; 100% = DMSO control level; AID 2016; 330,000 tested, 0.51% active; GFP response vs DMSO, % at 10 µM;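 active = GFP response versus DMSO above a set limit, roughly screen mean plus 3 SD, cut at about 180% in these data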;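 also: median GFP fluorescence of the barcode-gated MEP2-GFP cells per well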
JMJD2C inh – human JMJD2C demethylase inhibition. Q9H3R0. GST-JMJD2C(1-420) H3K9me3 demethylation, DELFIA europium. inhibition, % at 2.35 µM. 330,000 tested, 0.069% active;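 active = more than half of a compound's replicate wells show inhibition beyond 50%, single wells judged on their own value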;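 also: signal counts dimethyl H3K9 product captured on neutravidin plate; 0% = median of DMSO wells and 100% = 0.3 times that DMSO median; strong numbers were not always called active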
Target sequence (Q9H3R0 1-420 limits assumed): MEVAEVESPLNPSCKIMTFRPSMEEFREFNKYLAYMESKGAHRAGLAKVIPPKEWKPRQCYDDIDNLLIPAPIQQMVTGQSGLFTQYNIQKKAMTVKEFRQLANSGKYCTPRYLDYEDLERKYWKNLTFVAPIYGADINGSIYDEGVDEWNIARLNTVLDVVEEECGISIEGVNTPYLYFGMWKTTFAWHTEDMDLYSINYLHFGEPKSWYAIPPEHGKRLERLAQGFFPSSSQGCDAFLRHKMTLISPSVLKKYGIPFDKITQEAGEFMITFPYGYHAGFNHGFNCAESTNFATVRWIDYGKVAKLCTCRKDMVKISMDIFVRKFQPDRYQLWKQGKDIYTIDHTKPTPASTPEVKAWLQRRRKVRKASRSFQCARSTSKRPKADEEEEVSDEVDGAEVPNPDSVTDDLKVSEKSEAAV
procasp7 counter – counter-screen: procaspase-7 (human) activation; P55210; recombinant procaspase-7, Ac-DEVD-pNA absorbance 405 nm; D23A/D198A/D206A triple mutant, cannot self-cleave; scale: DMSO 0, 5 µM enzyme 100; activation, % at 8.5 µM; 330,000 tested, 0.093% active; AID 463210;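 active = percent activation above the screen-wide mean plus 3 SD, cut at about 25% in these data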
Target sequence (P55210 whole entry D23A/D198A/D206A): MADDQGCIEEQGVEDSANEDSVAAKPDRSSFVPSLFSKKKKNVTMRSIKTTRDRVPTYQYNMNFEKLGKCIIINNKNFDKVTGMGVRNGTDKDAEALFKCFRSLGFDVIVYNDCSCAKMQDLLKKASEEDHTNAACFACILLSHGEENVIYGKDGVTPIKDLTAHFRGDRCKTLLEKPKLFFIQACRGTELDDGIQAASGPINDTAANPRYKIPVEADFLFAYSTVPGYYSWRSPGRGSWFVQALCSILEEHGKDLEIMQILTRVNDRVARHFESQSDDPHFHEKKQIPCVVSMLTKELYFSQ
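Assay system: Uncleavable procaspase-7 mutant enzyme | Input: 2 µM procaspase-7 mutant as dispensed | Timing: 1 h compound preincubation, 2 h substrate cleavage, 25 °C | Repeats: One well per compound | Control set: DMSO wells as 0%, DMSO with 5 µM added PC-7 as 100% | Technique: Epi-absorbance of released pNA at 405 nm, two timepoints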
LAP4-GFP MLPCN – alters LAP4-GFP fluorescence in TOR pathway yeast screen; S. cerevisiae LAP4-GFP multiplex, flow cytometry GFP, 3 h; median GFP as percent of DMSO wells; GFP response vs DMSO, % at 10 µM; AID 2023; 320,000 tested, 0.34% active;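 active = GFP response vs DMSO above a set limit, about the screen mean plus 3 SD, cut at about 150% in these data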
The depositor's hits bear a star; i = inactive; x = no result given; & = joins results of further samples.

SMILES | procasp3 activ | RPL19A TOR yeast | CR mimetic SO | AHR activator | MEP2-GFP yeast | JMJD2C inh | procasp7 counter | LAP4-GFP MLPCN
O=C(NCCN1CCOCC1)C1CCC(=O)N1Cc1ccccc1Cl (stereo unspecified) | 6 | 97 | 99 | -1 | 112 | 6 | 7 | 100
CCN(CC)S(=O)(=O)c1cc(C(=O)O)ccc1OC | 4 | 101 | 93 | 1 | 109 | -4 | 3 | 107
CN(C)S(=O)(=O)c1ccc(C(=O)NCC(=O)N/N=C/c2ccccc2Cl)cc1 | 7 | 104 | 103 | 1 | 106 | 9 | 1 | 100
Cc1nc(NC(=O)COc2ccc(Cl)cc2)sc1C(=O)N(C)C | -1 | 105 | 98 | 1 | 98 | -4 | -4 | 98
Cc1ccc(/C=C/C(=O)N2CCN(c3cccc(C(F)(F)F)c3)CC2)cc1 | 5 | 100 | 106 | 1 | 107 | -3 | 10 | 94
N#CCCn1c(SCC(=O)NCCc2ccc(F)cc2)nc2ccccc21 | -5 | 99 | 102 | 16 | 98 | x | 2 | 105
CCOC(=O)C1CCCN(CC(=O)Nc2c(C(=O)OC)[nH]c3ccc(Cl)cc23)C1 (stereo unspecified) | 7 | 92 | 82 | 3 | 93 | 9 | 9 | 88
CC(=O)Nc1ccc(NC(=O)[C@@H](NC(=O)N2C[C@H]3C[C@@H](C2)c2cccc(=O)n2C3)C(C)C)cc1 | 12 | 101 | 95 | 0 | 97 | 63 | 5 | 96
Cn1c(SCC(=O)Nc2ccc(Cl)cc2)nc(O)cc1=O | 6 | 97 | 82 | 0 | 99 | 3 | -6 | 115
CCOC(=O)c1cnc2c(N=Nc3ccccc3)c(N)nn2c1N | 0 | 97 | 121 | 31 | 104 | -3 | 5 | 104
COc1cccc(NC(=O)Nc2ccc3c(c2)nc(C)n3C)c1 | -10 | 109 | 61* | -13 | 102 | -9 | -4 | 98
Cc1occc1C(=O)NNC1=CC(=O)CC(C)(C)C1 | -6 | 97 | 92 | 7 | 95 | 1 | 5 | 85
COc1ccc(C(=O)CC(CC(=O)c2ccc(OC)cc2)C(=O)O)cc1 | 1 | 110 | 95 | -1 | 97 | -10 | 4 | 110
O=C(Cc1ccccc1)N/N=C/c1ccccc1Cl | 1 | 95 | 94 | -2 | 95 | -6 | -4 | 100
CCn1cc(C(=O)NCC(=O)NC(C)(C)CO)c(=O)c2cc3c(cc21)OCO3 | x | 100 | 102 | x | 103 | -2 | x | 88
COc1ccccc1C(c1nnnn1CS(=O)(=O)c1ccc(C)cc1)N1CCSCC1 (stereo unspecified) | 0 | 98 | 110 | -3 | 98 | 34 | 12 | 97
O=C(Nc1ccc(-c2csc(Nc3cccc(C(F)(F)F)c3)n2)cc1)c1cc([N+](=O)[O-])cc(C(F)(F)F)c1 | 2 | 105 | 102 | 11 | 106 | 0&-7 | -1 | 97
Cc1cc[n+](CC(=O)Nc2nc3ccccc3s2)cc1 | -1 | 95 | 100 | 4 | 99 | 64 | 3 | 100
CCOC(=O)c1sc(NCC2CCCO2)nc1C (stereo unspecified) | 13 | 92 | 107 | 6 | 92 | 2 | 11 | 87
COc1ccc(OC)c(NC(=O)CN(C)CC(=O)Nc2ccccc2Cl)c1 | 6 | 97 | 100 | 1 | 110 | -2 | 13 | 92
COc1ccccc1C1=Nn2c(COc3ccccc3)nnc2SC1 | -8 | 93 | 105 | 15 | 90 | 8 | -15 | 92
COc1ccc(/C=N/OC/C(O)=C(\C#N)c2nc3ccccc3[nH]2)cc1 | -1 | 103 | 111 | 15 | 99 | -6 | -8 | 94
O=C(Oc1ccccc1/C=C\C(=O)c1cc2ccccc2o1)c1cccc(F)c1 | -4 | 101 | 81 | 70* | 101 | 0 | -2 | 106
COc1cc(/C=C(/C#N)c2nc3ccccc3[nH]2)ccc1OC(=O)c1ccco1 | -8 | 97 | 112 | 60* | 97 | 11 | -12 | 92
COc1ccc(OCCn2cc(/C=C(\C#N)C(=O)NCc3ccco3)c3ccccc32)cc1 | 5 | 104 | 103 | 3 | 112 | 2 | 7 | 115

Two entries from above in a different format.
Order of values – procasp3 activ	RPL19A TOR yeast	CR mimetic SO	AHR activator	MEP2-GFP yeast	JMJD2C inh	procasp7 counter	LAP4-GFP MLPCN
> COc1ccc(/C=N/OC/C(O)=C(\C#N)c2nc3ccccc3[nH]2)cc1
→ -1	103	111	15	99	-6	-8	94
> O=C(Oc1ccccc1/C=C\C(=O)c1cc2ccccc2o1)c1cccc(F)c1
→ -4	101	81	70*	101	0	-2	106

Further compounds:
SMILES | procasp3 activ | RPL19A TOR yeast | CR mimetic SO | AHR activator | MEP2-GFP yeast | JMJD2C inh | procasp7 counter | LAP4-GFP MLPCN
O=c1c2cc(N3CCOCC3)ccc2[nH]c(=S)n1CCCN1CCN(c2ccccc2F)CC1 | 1 | 96 | 96 | 1 | 94 | x | 4 | 99
COc1ccc(CNC(=O)/C=C/c2cc3c(cc2Br)OCO3)cc1 | 0 | 106 | 107 | 13 | 112 | -2 | -6 | 111
O=C(CCNC(=O)c1ccc([N+](=O)[O-])cc1)NCCc1ccc(Cl)cc1 | 1 | 101 | 112 | 5 | 106 | -7 | -9 | 98
O=C(NCCCN1CCOCC1)c1cccc(NS(=O)(=O)c2ccc(Br)cc2)c1 | 6 | 94 | 108 | 1 | 102 | 3 | 0 | 97
CC(C)NC(=O)NC(=O)COC(=O)/C=C/c1ccccc1[N+](=O)[O-] | 4 | 102 | 92 | 12 | 104 | -7 | 2 | 101
CN(C)S(=O)(=O)c1cccc(NC(=O)C2Cc3ccccc3CN2C(=O)c2ccco2)c1 (stereo unspecified) | -2 | 98 | 94 | 7 | 104 | -3 | -20 | 101
O=C(NCc1ccc(Cl)cc1)C(=O)NCC1OCCN1S(=O)(=O)c1cccs1 (stereo unspecified) | 0 | 96 | 101 | -2 | 97 | 32 | 9 | 104
Cc1ccc(SCCc2cc[n+](CC(=O)c3ccccc3)cc2)cc1 | 0 | 96 | 116 | -2 | 97 | -24 | 5 | 107
O=C(NC1CC1)c1ccc(CS(=O)c2ccccc2)o1 (stereo unspecified) | -2 | 93 | 93 | 0 | 89 | -5 | 3 | 95
COc1ccc(C(C(=O)NC2CCCCC2)N(C(=O)c2ccccn2)c2cccnc2)c(OC)c1 (stereo unspecified) | 5 | 104 | 89 | 3 | 100 | 9 | -10 | 89
Cc1ccc2c(C(=O)CN3CCCCC3)c(C)[nH]c2c1 | 3 | 81 | 103 | 11 | 92 | -2 | 3 | x
CC1(C)C(=O)Nc2ccccc2N1C(=O)COc1ccc(S(=O)(=O)N2CCOCC2)cc1Cl | 4 | x | 97 | 3 | 107 | -4 | -2 | 98
NS(=O)(=O)c1ccc(NC(=O)C2CCCO2)cc1 (stereo unspecified) | 6 | 95 | 90 | 2 | 96 | 6 | -6 | 84
CCC(CC)C1C(C#N)=C(N)Oc2cc(C)oc(=O)c21 (stereo unspecified) | 1 | 102 | 100 | -1 | 113 | 7 | 0 | 98
CC1(C)Cc2c(sc(NC(=O)C3CC(Cl)=CCC3C(=O)O)c2C#N)CO1 (stereo unspecified) | -3 | 88 | 101 | 0 | 90 | -2 | 5 | 94
C[C@H](CO)N1C[C@H](C)[C@@H](CN(C)Cc2ccccc2)Oc2ccc(NC(=O)Cn3cnnn3)cc2C1=O | 1 | 101 | 103 | -1 | 103 | 8 | -1 | 98
Cc1cc(=O)oc2c(C)c(OC(C)C(=O)NCCCN3CCOCC3)ccc12 (stereo unspecified) | -7 | 98 | 89 | 1 | 97 | 9 | 10 | 101
Cc1cc(C)cc(C(=O)OCC(=O)NCCNC(=O)COC(=O)c2cc(C)cc(C)c2)c1 | -3 | 101 | 93 | -3 | 102 | 3 | 8 | 105
CC(NC(=O)C1CCN(S(=O)(=O)c2cccs2)CC1)c1cccc(Cl)c1 (stereo unspecified) | 2 | 98 | 83 | -2 | 96 | -2 | 13 | 99
CCOC(=O)C1CCC/C1=N\NC(=O)CN(c1cc(OC)ccc1OC)S(=O)(=O)c1ccccc1 (stereo unspecified) | 3 | 104 | 100 | 0 | 101 | -2 | -3 | 98
O=c1c2c3nc4ccccc4nc3n(/N=C/c3ccncc3)c2ncn1-c1ccccc1 | 2 | 93 | 97 | -2 | 99 | 0 | 4 | 114
O=c1c2ccccc2nc2sc3ccccc3n12 | 5 | 96 | 99 | 113* | 85 | -4 | -1 | 85
O=C(COC(=O)/C=C/c1cccc([N+](=O)[O-])c1)NCC1CCCO1 (stereo unspecified) | 5 | 102 | 104 | 1 | 98 | -25 | 5 | 104
CN(C)c1ccnc(NCc2ccccc2)c1C#N | 3 | 101 | 100 | 1 | 102 | -8 | 0 | 83
O=S(=O)(c1ccccc1)N1CCN=C1SCc1c(F)cccc1Cl | 5 | 97 | 89 | 2 | 97 | 14 | 10 | 113

The list goes on.
SMILES | procasp3 activ | RPL19A TOR yeast | CR mimetic SO | AHR activator | MEP2-GFP yeast | JMJD2C inh | procasp7 counter | LAP4-GFP MLPCN
O=c1cc(O)nc(SCc2ccccc2)n1-c1ccccc1 | 7&-1 | 106&96 | 102&84 | 3&2 | 110&98 | 2&7 | -7&9 | 111&93
CCOc1ccccc1-n1nnnc1SCC(=O)Nc1cc2oc3ccccc3c2cc1OC | 9 | 91 | 94 | 5 | 95 | 7&8 | 2 | 93
Cc1[nH]c(C)c(S(=O)(=O)N2CCN(c3cccc(Cl)c3)CC2)c1C(=O)N1CCCC1 | 2 | 100 | 102 | 50* | 103 | 5 | 13 | 86
NNC(=O)c1ccc(COc2ccc(Br)cc2)o1 | 6 | 102 | 99 | 78* | 107 | -1 | -7 | 95
O=C(NCc1cc(C(F)(F)F)ccc1Cl)c1cccc2c1C(=O)c1ccc(N3CCC(Cc4ccccc4)CC3)cc1S2(=O)=O | 7 | 95 | 115 | 0 | 103 | -13 | -5 | 94
O=C1[C@@H]2Cc3ccccc3CN2C(=O)N1c1cccc(F)c1 | 1 | 85 | 100 | -10 | 86 | -2 | -3 | 85
Cc1ccccc1NC(=O)Cc1nc(COC(=O)c2ccc(C(F)(F)F)cc2)cs1 | 4 | 104 | 90 | 1 | 110 | -1 | -5 | 104
COc1ccccc1CN(C)C(=O)C(c1ccccc1)c1ccccc1 | 2 | 100 | i | 0 | 101 | 4 | 12 | 95
CCC(=O)Nc1c(C)c(CC)nc2ccccc12 | 7 | 104 | 99 | -3 | 102 | 13 | 1 | 98
O=C1CC2(CCN(C(=O)c3cccc(Cl)c3)CC2)Oc2ccccc21 | 4 | 102 | 97 | 10 | 99 | 15 | 5 | 100
CCO/N=C(\C)c1c(O)c(CC)c(-c2ccccc2)n(-c2ccccc2)c1=O | -2 | 104 | 90 | -1 | 100 | 0 | 13 | 106
O=C(CN1CCN(S(=O)(=O)c2ccc(Cl)cc2)CC1)NCC1(N2CCOCC2)CCCCC1 | 2 | 96 | 97 | -2 | 96 | 3 | -2 | 98
CC1(C)CC(c2nc(-c3ccc(Cl)cc3)cs2)CCS1 (stereo unspecified) | 0 | 104 | 85 | -3 | 107 | 4 | 10 | 107
CC(C)(C)C(=O)N1CCN(c2nc3ccc(Br)cc3s2)CC1 | 14 | 103 | 109 | -3 | 99 | 9 | 8 | 109

Taken from above:
Reading for O=C(CN1CCN(S(=O)(=O)c2ccc(Cl)cc2)CC1)NCC1(N2CCOCC2)CCCCC1 under MEP2-GFP yeast: 96
Reading for COc1ccccc1CN(C)C(=O)C(c1ccccc1)c1ccccc1 under procasp3 activ: 2

Rows were taken by chance; any-hit rate near 3.8%.
